Screening results as filed in PubChem BioAssay.
ER stress death: protection against thapsigargin ER stress killing – CSM14.1 cells, ATP luminescence, primary screen; CSM14.1 thapsigargin ER stress survival; relative survival (cellular ATP), % at 15 µg/mL (by protocol); actives 0.33% (n = 48,000); AID 1010, 2008;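 active = survival measured by cellular ATP above 50% at 15 µg/ml in the first screen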;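 note: cell death triggered by about 15 µM thapsigargin; ATP read 24 h after thapsigargin was added; plate controls were thapsigargin with DMSO for no effect and DMSO without thapsigargin for full effect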
Starred values were filed as active, the others as inactive.

Cc1ccc(CSc2nnc(-c3cccc(F)c3)n2-c2ccccc2)cc1
  ER stress death: 0
Cc1ccc(/C=C2\N=C(c3ccc(Cl)cc3)OC2=O)o1
  ER stress death: 0
COc1ccc(C(=O)N2CCN(C3CCCC(C)C3)CC2)cc1 (stereo unspecified)
  ER stress death: 7
COC(=O)C1=C(C)N(C)C(=O)NC1c1ccccc1OCc1ccccc1 (stereo unspecified)
  ER stress death: 8
O=C1CN(C(=O)c2cccc(Cl)c2)C(c2ccccc2Cl)c2cc(Br)ccc2N1 (stereo unspecified)
  ER stress death: 11
Cc1cccc(C(C)C)c1NC(=O)COc1ccc2c(C)cc(=O)oc2c1
  ER stress death: 14
CC(C)C(NS(=O)(=O)c1ccccc1[N+](=O)[O-])C(=O)NC(C)(C)C (stereo unspecified)
  ER stress death: 3
CCCOC(=O)c1ccc(NS(=O)(=O)c2c(C)cc(C)cc2C)cc1
  ER stress death: 11
CCCC(C)NC(=O)c1ccc(F)cc1 (stereo unspecified)
  ER stress death: 0
CCCOC(=O)c1ccc(NC(=O)c2cccc(OCc3ccccc3)c2)cc1
  ER stress death: -2
Cc1ccc(Nc2cc(N3CCCCC3)c(N)c3c2C(=O)c2ccccc2C3=O)cc1
  ER stress death: -3
Cc1c(Br)c(=O)oc2cc(O)ccc12
  ER stress death: -1
O=C(Cc1ccc([N+](=O)[O-])cc1)Nc1ccccc1-c1ccccc1
  ER stress death: 11
O=C(Nc1ccc(-c2nc3ccccc3c(=O)o2)cc1)c1cccs1
  ER stress death: 1
COC(=O)C1=C(C)N(c2cc(C)cc(C)c2)/C(=C/c2ccco2)C1=O
  ER stress death: -4
COc1ccc(C2/C(=C(\O)c3ccccc3)C(=O)C(=O)N2CCCC(=O)O)cc1 (stereo unspecified)
  ER stress death: 8
O=[N+]([O-])c1ccc2nccc(Cl)c2c1
  ER stress death: 16
CCOC(=O)c1c(NC(=O)CN2CCCCC2)sc2c1CC(C)(C)OC2
  ER stress death: 1
COc1ccccc1NC(=O)/C=C1/c2ccccc2CC(C)(C)N1C
  ER stress death: -1
O=C(c1ccncc1)N1CCN(S(=O)(=O)c2ccccc2)CC1
  ER stress death: -9
COc1cc(C(c2c(C)[nH][nH]c2=O)c2c(C)[nH][nH]c2=O)ccc1OC(=O)c1ccccc1Cl
  ER stress death: 13
O=C1CC(N2CCN(c3ccc(Cl)cc3)CC2)C(=O)N1c1cccc(Cl)c1 (stereo unspecified)
  ER stress death: -5
CC(=O)NC(=N/OC(C)=O)/C(=N/OC(C)=O)c1nc2ccccc2[nH]1
  ER stress death: 2
O=C(CSc1nc2ccc([N+](=O)[O-])cc2s1)NCc1ccco1
  ER stress death: -3
O=C(O)c1ccc(/C=N/Nc2ccc([N+](=O)[O-])cc2)cc1
  ER stress death: 7

Compounds above with a COOH group:
COc1ccc(C2/C(=C(\O)c3ccccc3)C(=O)C(=O)N2CCCC(=O)O)cc1 (stereo unspecified)
  ER stress death: 8
O=C(O)c1ccc(/C=N/Nc2ccc([N+](=O)[O-])cc2)cc1
  ER stress death: 7

A stretch of the results above, as a working copy:
Cc1ccc(CSc2nnc(-c3cccc(F)c3)n2-c2ccccc2)cc1
  ER stress death: 0
Cc1ccc(/C=C2\N=C(c3ccc(Cl)cc3)OC2=O)o1
  ER stress death: 0
COc1ccc(C(=O)N2CCN(C3CCCC(C)C3)CC2)cc1 (stereo unspecified)
  ER stress death: 7
COC(=O)C1=C(C)N(C)C(=O)NC1c1ccccc1OCc1ccccc1 (stereo unspecified)
  ER stress death: 8
O=C1CN(C(=O)c2cccc(Cl)c2)C(c2ccccc2Cl)c2cc(Br)ccc2N1 (stereo unspecified)
  ER stress death: 11

Later entries:
O=C(CCCCCCCCC(=O)N/N=C/C1CC=CCC1)N/N=C/C1CC=CCC1 (stereo unspecified)
  ER stress death: 13
O=C(NCCNc1ccc(C(F)(F)F)cc1[N+](=O)[O-])c1cc(F)c(F)cc1Cl
  ER stress death: 4
COc1ccc2oc(=O)c(C(=O)Nc3ccc(C)c(Cl)c3)cc2c1
  ER stress death: -4
C=CCN1C(=O)/C(=C\C=C\c2ccccc2)SC1=S
  ER stress death: 11
Cc1cc(/C=C2\SC(=O)NC2=O)c(C)n1-c1cccc([N+](=O)[O-])c1
  ER stress death: -1
Cc1cc(C)c(C(=O)c2ccc(C(=O)Nc3cc(C)c(O)c(C)c3)cc2)c(C)c1
  ER stress death: 10
CC(=NCCN1CCNCC1)C1=C(O)CC(C)(C)CC1=O
  ER stress death: 3
C/C(=N/N1CCN(Cc2ccccc2Cl)CC1)c1cccc([N+](=O)[O-])c1
  ER stress death: 6
COc1cccc(NC(=O)c2sc(-c3ccccc3)nc2C)c1
  ER stress death: 4
O=C(/C=C/c1cccc([N+](=O)[O-])c1)N1CCN(Cc2ccccc2)CC1
  ER stress death: 8
COc1ccc(C2CC(=O)C3=C(C2)Nc2ccccc2NC3c2c(F)cccc2Cl)cc1 (stereo unspecified)
  ER stress death: 1
CCC(=O)c1ccc(N2CCN(C(=O)c3ccc(Br)cc3)CC2)c(F)c1
  ER stress death: 5
Cc1ccc(N=Cc2cc(Br)ccc2O)cc1F
  ER stress death: 9
O=C(O)C1C2CC=CC2c2cc(Oc3ccccc3)cc3c2N1CC1CC=CC31 (stereo unspecified)
  ER stress death: 1
COc1ccc(NC2CC(=O)N(c3ccccc3F)C2=O)cc1 (stereo unspecified)
  ER stress death: 0
Cc1nc(=S)c2cnn(-c3ccccc3)c2[nH]1
  ER stress death: 7
CN1C(=O)/C(=C2/SC(=S)N(CCC(=O)O)C2=O)c2cc(Br)ccc21
  ER stress death: 1
Cc1ccc(N/C(=N\S(=O)(=O)c2ccccc2)Nc2nc(C)cc(C)n2)cc1
  ER stress death: -1
COCCOC(=O)C1=C(C)NC2=C(C(=O)CC(C)(C)C2)C1c1cccc(F)c1 (stereo unspecified)
  ER stress death: 16
COc1cc(/C=C2\SC(=Nc3cccc(Cl)c3C)NC2=O)ccc1O
  ER stress death: 0
CCCCc1ccc(N=N/C(C(=O)Nc2ccc(C(N)=O)cc2)=C(\C)O)cc1
  ER stress death: 2
COc1cc(/C=C(\C#N)c2nc3ccccc3[nH]2)cc(Cl)c1O
  ER stress death: 5
CC(/C=C/c1ccc2ccccc2c1)=C\C(=O)O
  ER stress death: 2
Cc1ccc(N2CC(C(=O)Nc3cccc(Cl)c3)CC2=O)cc1 (stereo unspecified)
  ER stress death: 0
CCN(CC)CCSc1nc2sc3c(c2c(=O)n1-c1ccc(OC)cc1)CCCC3
  ER stress death: -6

A few values from above.
CN1C(=O)/C(=C2/SC(=S)N(CCC(=O)O)C2=O)c2cc(Br)ccc21 in ER stress death has 1
COc1cc(/C=C2\SC(=Nc3cccc(Cl)c3C)NC2=O)ccc1O in ER stress death has 0

The listing continues:
O=C1NC(=O)C(Nc2ccc(Cl)cc2)S1 (stereo unspecified)
  ER stress death: 7
COc1ccc(N(CC(=O)NCc2ccccc2OC)S(=O)(=O)c2ccccc2)c(OC)c1
  ER stress death: 18
O=C(/C=C/c1cccs1)c1c(-c2ccccc2)c2cc(Cl)ccc2[nH]c1=O
  ER stress death: -3
COc1ccc(/C=N\Nc2nc(NCc3ccco3)nc(Nc3ccc(OC)cc3)n2)cc1
  ER stress death: 12
N#C/C(=C\c1ccccc1C(F)(F)F)c1nn(CCO)c(N)c1C#N
  ER stress death: 8
O=C(c1ccccc1)c1cc2c(cc1Br)OCCO2
  ER stress death: 13
CC(=O)C1=C(C)NC(c2ccccc2)NC1c1ccccc1 (stereo unspecified)
  ER stress death: 2
O=C1/C(=C\c2ccc(-c3ccc([N+](=O)[O-])cc3Br)o2)Sc2ccccc21
  ER stress death: -2
O=C(NC(=O)c1ccccc1)Oc1ccc([N+](=O)[O-])cc1
  ER stress death: -2
CC(=O)c1cc2c(N)c(C(=O)c3ccc(Br)cc3)sc2nc1C
  ER stress death: -6
Cc1ccc(-c2nc3ccccc3o2)cc1NC(=O)c1cc(Cl)ccc1Cl
  ER stress death: 4
CC12c3ccccc3C(c3ccccc31)C1C(=O)N(Cc3cccnc3)C(=O)C12 (stereo unspecified)
  ER stress death: 6
COc1ccccc1/C=C1/SC(=S)N(CCC(=O)N2c3ccccc3Sc3ccc(Cl)cc32)C1=O
  ER stress death: 10
Cc1cccc(Nc2nnc(-c3ccc(C(=O)NCCO)cc3)c3ccccc23)c1
  ER stress death: -9
Cc1cc(NS(=O)(=O)c2ccc(Nc3nc(-c4ccc(Cl)cc4)cs3)cc2)no1
  ER stress death: -2
Cc1cc([N+](=O)[O-])ccc1-c1ccc(C(=O)Nc2ccccc2O)o1
  ER stress death: 1
COc1ccc(CN2CCN(C3CCCCCC3)CC2)c(OC)c1OC
  ER stress death: 0
CCc1ccc(OCCCCCN(CC)CC)cc1
  ER stress death: -1
Cc1ccsc1/C=C1\SC(=S)N(CC(C)C)C1=O
  ER stress death: 2
Cc1c(C)c2ccc(OCC(=O)N(C)C)c(C)c2oc1=O
  ER stress death: 4
C=C(C)CSc1nc2sc3c(c2c(=O)n1Cc1ccccc1)CCC3
  ER stress death: 1
COc1ccc(C(O)(C(=O)NCc2ccccc2)c2ccc(OC)cc2)cc1
  ER stress death: 2
CCOC(=O)c1ccc(N2NC(=O)/C(=C/c3ccc4c(c3)OCO4)C2=O)cc1
  ER stress death: 9
CCCN(CCC)C(=O)c1c(NC(=O)c2cccs2)sc2c1CCCCC2
  ER stress death: 2
Oc1ccc(/C=N/Nc2nc(N3CCOCC3)nc(N3CCOCC3)n2)c(O)c1
  ER stress death: 21

Further records follow.
Structure,ER stress death
CN(C)c1ccc(/C=C/C(=O)c2ccc3ccccc3c2)cc1,-3
CCN(CC)CCN1C(=O)C(O)=C(C(=O)/C=C/c2ccccc2)C1c1ccc(OC)c(OC)c1 (stereo unspecified),9
COc1cccc(C2(c3cccc(OC)c3)CC2C(=O)NCc2ccccc2)c1 (stereo unspecified),3
CC(=O)N(CCN(C(C)=O)c1ccccc1C)c1ccccc1C,-2
Cc1ccc(S(=O)(=O)NC(=O)NCCc2ccccc2)cc1,0
O=C(Nc1c(-c2ccccc2)nc2ccc(Cl)cn12)c1cccs1,0
O=C(c1ccco1)N(O)c1ccccc1,9
CC1CN(Cc2ccccn2)CCC1=O (stereo unspecified),-1
CCc1ccc(N2CC(C(=O)Nc3ccc(Cl)c(Cl)c3)CC2=O)cc1 (stereo unspecified),-2
Cc1ccc(OCC(=O)NNC(=O)Cc2ccc(Cl)cc2)c(C)c1,10
COc1ccc(CCNC2CC(=O)N(c3ccc(F)cc3)C2=O)cc1OC (stereo unspecified),7
Cc1ccc(Nc2nc(-c3ccccc3)cs2)cc1,-6
O=C(Nc1ccc(Br)c(Cl)c1)c1ccco1,2
CSc1cccc(NC(=O)CSc2nc3ccccc3s2)c1,-2
O=C(N/N=C\c1c(O)ccc2ccccc12)c1cccc2cc[nH]c12,-14
COc1cc(C(=O)NC(NC(=S)Nc2ccc(Br)cc2)C(Cl)(Cl)Cl)cc(OC)c1OC (stereo unspecified),-5
O=C(O)c1cccc(N2C(=O)c3cc4ccccc4c(-c4ccccc4)c3C2=O)c1,4
O=[N+]([O-])c1cc(-n2ncnc2-c2cccc(Br)c2)ccc1Cl,3
CCOc1ccc2c(c1)C(C)=CC(C)(C)N2C(=O)CN1C(=O)c2ccccc2C1=O,7
N#Cc1cc(N=Cc2cccc(C=Nc3ccc(N)c(C#N)c3)c2)ccc1N,5

Reprinted at random: 2 entries already listed
Structure,ER stress death
O=C(c1ccco1)N(O)c1ccccc1,9
COc1ccc(/C=N\Nc2nc(NCc3ccco3)nc(Nc3ccc(OC)cc3)n2)cc1,12

Later entries
Structure,ER stress death
O=C(Cn1c2ccccc2c(=O)c2ccccc21)N/N=C/c1cc([N+](=O)[O-])ccc1N1CCCCCC1,-1
N/C(=N\OC(=O)Cc1ccc(-c2ccccc2)cc1)c1ccccc1,2
N#Cc1ccccc1NC(=O)C(Cc1ccc([N+](=O)[O-])cc1)N1C(=O)c2ccccc2C1=O (stereo unspecified),11
O=C1c2ccccc2C(=O)N1CC(=O)n1c2c(c3ccccc31)CCCC2,3
COc1ccc(C2/C(=C(/O)c3ccccc3)C(=O)C(=O)N2c2nc3ccccc3s2)cc1 (stereo unspecified),-7
Cc1nn2c(C(F)(F)F)cc(-c3ccc(Cl)cc3)nc2c1C(N)=O,2
COC(=O)COc1ccc(/C=N/NC(=O)CSc2nc(C)cc(C)n2)cc1,6
Cc1cc(C)c(C(=O)/C(=C/c2ccc(Br)cc2)c2ccccc2)c(=O)[nH]1,3
Brc1ccc(OCCCN2CCCC2)cc1,-13
CCN1CCN(C(=O)c2cc([N+](=O)[O-])cc([N+](=O)[O-])c2)CC1,-5
CCc1nc2ccccc2c(NC(=O)CNC(C)(C)CC(C)(C)C)c1C,-2
COC(=O)c1sc2nc(-c3ccccc3)nc(N)c2c1C,8
CC(C)(C#N)OC(=O)Nc1ccccc1,8
CCc1ccc(C2Nc3ccccc3NC3=C2C(=O)CC(c2ccccc2)C3)s1 (stereo unspecified),16
O=C(COC(=O)c1ccc(Cl)c([N+](=O)[O-])c1)c1ccc(Cl)cc1,3
O=C(Nc1nc2ccc3ccccc3c2s1)c1cccc(Br)c1,1
CC1(C)C(=O)NC(=O)N1CN1C(=O)NC(=O)C1(C)C,2
C=CCOc1ccc2c(=O)c(-c3ccccc3OC)coc2c1,3
CC(=O)Nc1ccc(S(=O)(=O)Nc2cccc(C(=O)Nc3nccs3)c2)cc1,7
COc1ccc(-n2cnc3cc(NC(C)=O)ccc32)cc1,-2

(list continues)
Structure,ER stress death
O=C1NC(=S)S/C1=C\c1ccc(OS(=O)(=O)c2cccc([N+](=O)[O-])c2)cc1,2
COc1ccc(N=Cc2cccc(C)c2O)cc1Cl,11
Cc1ccc(S(=O)(=O)N/N=C/c2cc(Br)cc(Br)c2O)cc1,21
Cc1cc(=O)oc2cc(OCC(=O)c3ccccc3)cc(OCC(=O)c3ccccc3)c12,8
Oc1ccc(Br)cc1/C=N/Nc1ncc(Br)cn1,0
CN(Cc1ccccc1)C(NC(=O)c1ccccc1[N+](=O)[O-])C(Cl)(Cl)Cl (stereo unspecified),-2
O=C(N/N=C/c1cccc([N+](=O)[O-])c1O)/C(=C\c1ccc2c(c1)OCO2)NC(=O)c1ccccc1,-4
Cc1cc2c(cc1C)N(Cc1ccc(Cl)cc1)C1=NCCCN12,-8

Not all compounds are listed; the hit share may differ from the screen's.
